High-throughput results (PubChem BioAssay)
RNase H inhibition = RNase H inhibition, HIV 1 Gag Pol polyprotein, FRET biochemical assay, screening (AID 372). inhibition, % at 10 µM; hits with a dose series show IC50 in µM. 100,000 tested, 0.77% active. HIV-1 RT RNase H, FRET RNA/DNA substrate fluorescence; higher % means a stronger effect; in the data active = inhibition above about 50%
Numbers without * were called inactive; & = joins results of further samples.

smiles,RNase H inhibition
Nc1c(N2CCOCC2)cc(Nc2ccc(Cl)cc2)c2c1C(=O)c1ccccc1C2=O,25.0%
Cc1ccc(C(=O)Oc2ccc(/C=C3\SC(=S)NC3=O)cc2)cc1,21.0%
COC(=O)C1=C(C)N(C)C(C)=C(C(=O)OC)C1c1ccccc1,0.0%
c1ccc(N2CCN(c3ncnc4sc5c(c34)CCC5)CC2)cc1,11.0%
O=C(NC1CCCCCC1)c1ccccc1[N+](=O)[O-],0.0%
CCOc1ccc(N(CC(=O)Nc2ccc(OCc3ccccc3)cc2)S(C)(=O)=O)cc1,12.0%
CC(=O)Nc1ccc(S(=O)(=O)Nc2cccc3ccccc23)cc1,12.0%
CC(C)Sc1nc2ccc([N+](=O)[O-])cc2s1,18.0%
COc1ccc(-c2noc(COc3cc(C)c(Cl)c(C)c3)n2)cc1,10.0%
Cc1ccccc1C(=O)NC(=S)Nc1ccc(NC(=O)c2cccs2)cc1,7.0%
CN1C(=O)C(=O)/C(=C(\O)c2ccc(Cl)cc2)C1c1ccc([N+](=O)[O-])cc1 (centres undefined),9.0%
CCOC(=O)CSC1=C(C#N)C(c2ccc(Cl)cc2Cl)CC(=O)N1 (centres undefined),12.0%
C=CCN1C(=O)/C(=C\c2cc(Br)ccc2OCC)C(=O)NC1=S,6.0%
Oc1ccc(Br)cc1C=Nc1ccc2ncccc2c1,14.0%
COc1ccc(C=C2C(=O)N(C)C(=S)N(C)C2=O)c2ccccc12,33.0%
Cc1ccc(C(=O)N2c3c(C)cccc3C(Nc3ccccc3C)CC2C)cc1 (centres undefined),5.0%
Cc1cccc(C2(c3cccc(C)c3)CC2C(=O)Nc2ccc([N+](=O)[O-])cc2O)c1 (centres undefined),20.0%
CC(C)(C)c1cc2c(c(C(C)(C)C)c1)OC(c1ccc(Cl)cc1Cl)N2 (centres undefined),6.0%
COC(=O)c1ccc(/C=N/NC(=O)C2CC(=O)N(c3ccc(OC)cc3)C2)cc1 (centres undefined),7.0%
CN(C)NC(=O)Nc1cccc(Cl)c1,2.0%
S=C1NC2(CCCCC2)NN1c1ccccc1,16.0%&1.0%
O=C(N/N=C\c1cccnc1)c1ccc(=O)[nH]n1,1.0%
CCc1c(C)sc(NC(=O)c2ccc(OC)c(OC)c2)c1C(=O)OC,16.0%
c1ccc(C(c2ccccc2)c2nc3ccccc3[nH]2)cc1,4.0%
COc1cc2c(cc1OC)-c1nnc(-c3ccc(Br)o3)n1C(C)(C)C2,0.0%
O=C(Nc1ccc(S(=O)(=O)N2CCCCC2)cc1)c1cccc([N+](=O)[O-])c1,11.0%
Cc1ccc(/C=C(/C#N)c2nc(-c3ccc(Br)cc3)cs2)o1,11.0%
CC(=O)NC1=NN(C(C)=O)C(C)(c2cccc(OC(=O)c3ccccc3)c2)S1 (centres undefined),8.0%
COc1ccccc1N1CCN(C(=O)C(=O)N/N=C/c2cccc(O)c2)CC1,15.0%
Oc1c(Br)cc(Br)cc1/C=N/c1nc2ccccc2s1,0.0%
Cc1ccc(NC(=S)NC(=O)c2cccs2)cc1,11.0%
O=C1N/C(=N/N=C/c2ccccc2)SC1Cc1ccc(Cl)cc1Cl (centres undefined),16.0%
CN1CCN(c2ccc([N+](=O)[O-])c(NCc3ccccc3)c2)CC1,10.0%
Cc1ccc2oc(-c3cccc(NC(=O)c4ccccc4)c3)nc2c1,7.0%
CCn1c2ccccc2c2cc(CN3CCN(Cc4ccccc4C)CC3)ccc21,23.0%
Cc1ccn2cc(-c3ccc(I)cc3)nc2c1,3.0%
COc1ccc(C)cc1N(CC(=O)Nc1c(C)cccc1C)S(=O)(=O)c1ccc(C)cc1,7.0%
CCCOc1ccc(C(=O)Nc2ccc(I)cc2Cl)cc1,0.0%
C=CCOc1ccccc1/C=C1\N=C(c2cccc(I)c2)OC1=O,11.0%
Cc1cccc(N2C(=O)C(Cl)=C(Nc3ccc(F)cc3)C2=O)c1C,8.0%
CCc1c(O)nc(SC)n(C2CCCCC2)c1=O,2.0%
Oc1ccc(Br)cc1C=Nc1cccc(Cl)c1,1.0%
Cc1ccc(C(=O)NC(=S)Nc2ccc3oc(-c4ccccc4)nc3c2)cc1,2.0%
O=C(COCC(=O)NN=Cc1ccc([N+](=O)[O-])cc1)NN=Cc1ccc([N+](=O)[O-])cc1,2.0%
C=CCOc1ccccc1/C=N/NC(=O)c1ccc(Cl)cc1,4.0%
O=C(Nc1ccccc1C(F)(F)F)C1CCCC1,6.0%
COc1ccc(C(=O)Nc2ccc(O)c(-c3nc4cc(C)ccc4o3)c2)cc1Br,0.0%
CCOC(=O)C(CCCOc1cccc(OC)c1)C(=O)OCC,21.0%
COc1cccc2cc(C(=O)Nc3ccc(I)cc3)c(=O)oc12,4.0%
O=C(/C=C/c1ccncc1)c1ccc2c(c1)OCCO2,7.0%

Going on with the list:
smiles,RNase H inhibition
O=C(Cc1ccccc1)NC(NC(=S)Nc1ccccc1Br)C(Cl)(Cl)Cl (centres undefined),9.0%
CCOc1cc(C2C(C(=O)OC3CCCCC3)=C(C)NC3=C2C(=O)CC(c2ccccc2)C3)cc(Br)c1O (centres undefined),8.0%
COc1cccc(N2C(=O)NC(=O)/C(=C/c3ccoc3)C2=O)c1,6.0%
CCOc1ccc2ccccc2c1/C=N/N1C(=O)C2C(C1=O)C1C=CC2C12CC2 (centres undefined),16.0%
COc1ccc(NC(=O)CN2C(=O)S/C(=C\C(C)=C\c3ccccc3)C2=O)cc1,27.0%
Cc1cc(/C=C2\C(=O)NC(=O)N(c3ccc4c(c3)OCO4)C2=O)c(C)n1-c1ccccc1,17.0%
NNC(=O)C1CCC(c2ccccc2)CC1 (centres undefined),5.0%
Clc1cc(Cl)c(OCCN2CCOCC2)c(Cl)c1,7.0%
COC(=O)C1=C(C)NC2=C(C(=O)CCC2)C1c1ccc(O)c([N+](=O)[O-])c1 (centres undefined),8.0%
Cc1ccc2nc(NC(=O)C3CC(O)CN3C(=O)OC(C)(C)C)sc2c1 (centres undefined),7.0%
Nc1ccc(OS(=O)(=O)c2ccc(Oc3ccc(S(=O)(=O)Oc4ccc(N)cc4)cc3)cc2)cc1,46.0%
CCC(C)NC(=O)/C(C#N)=C/c1c(C)[nH]c2ccccc12 (centres undefined),8.0%
O=C(CSc1nc2ccccc2[nH]1)Nc1cc(Cl)ccc1Cl,4.0%
COc1ccc(C(=O)N2CCN(Cc3cccc(OC)c3OC)CC2)cc1,19.0%
Cc1cc(NC(=O)CN(c2cccc(Cl)c2)S(C)(=O)=O)ccc1Br,0.0%
O=C(Nc1cc([N+](=O)[O-])ccc1F)c1ccc(OCc2ccccc2)cc1,10.0%
CC(C)(C)c1ccc(O)c(N=Cc2cc(Cl)ccc2O)c1,14.0%
Cc1ccnc(Nc2nc(-c3ccc(Cl)cc3)cs2)c1,46.0%
O=C(O)/C=C/c1ccc(S(=O)(=O)N(CCO)CCO)cc1,8.0%
O=C(N/N=C/c1cc(Br)cc(Br)c1O)C(Oc1ccccc1)Oc1ccccc1,20.0%
Fc1ccccc1COc1cccc(/C=N/Nc2ccccc2)c1,11.0%
CCc1nn(-c2ccccc2)c2nc(-c3c(Cl)cccc3Cl)c3cc(OC)c(OC)cc3c12,17.0%
C/C(=N/NC(=O)c1ccc(CO)nc1)c1ccc(Br)cc1,6.0%
COc1ccc(Br)cc1/C=C/C(=O)Nc1ccc2ccccc2c1,2.0%
COc1cc(C=O)cc(Br)c1OCc1c(C)no[n+]1[O-],12.0%

Ordered by SMILES length (ascending): part of the list above.
smiles,RNase H inhibition
O=C(CSc1nc2ccccc2[nH]1)Nc1cc(Cl)ccc1Cl,4.0%
COc1ccc(Br)cc1/C=C/C(=O)Nc1ccc2ccccc2c1,2.0%
CCc1nn(-c2ccccc2)c2nc(-c3c(Cl)cccc3Cl)c3cc(OC)c(OC)cc3c12,17.0%
Cc1cc(/C=C2\C(=O)NC(=O)N(c3ccc4c(c3)OCO4)C2=O)c(C)n1-c1ccccc1,17.0%

Further entries
SMILES | RNase H inhibition
COc1ccc(S(=O)(=O)N(CCc2ccccc2)CC(=O)Nc2ccc(Br)cc2)cc1 | 20.0%
CCOC(=O)c1ccc(NC(=O)c2ccccc2Cl)cc1 | 2.0%
Cc1ccccc1-n1c(C)cc(/C=C(/C#N)C(=O)Nc2ccc(Cl)cc2)c1C | 0.0%
COc1ccccc1OCCCCOc1ccc(C)c(C)c1 | 10.0%
O=C1Nc2ccc(F)cc2C12Nc1ccccc1-c1nnc(SCc3ccccc3Cl)nc1O2 (centres undefined) | 20.0%
O=[N+]([O-])c1ccc(N2CCCCC2)cc1NCCCO | 24.0%
COc1c(Cl)cc(C(=O)Nc2ccc(-c3nc4ccccc4o3)c(O)c2)cc1Cl | 0.0%
CC(C)OC(=O)C(C)Nc1n[nH]c(=S)[nH]c1=O (centres undefined) | 21.0%
CCCN(CCC)c1ccc(/C=N/NC(=O)c2cccc([N+](=O)[O-])c2)cc1 | 13.0%
C=CCOc1ccc(C=C2C(=O)N(C)C(=S)N(C)C2=O)cc1 | 9.0%
COc1cc(C=Nn2c(-c3ccc(Cl)cc3Cl)n[nH]c2=S)ccc1OC(C)=O | 28.0%
CCN(CC)C(=O)c1cc(-c2ccc(OC)cc2OC)nc2ccccc12 | 12.0%
Cc1cccc(N2CCC(N=CN3CCCCC3)=N2)c1 | 13.0%
O=[N+]([O-])c1cccc(/C=N/Nc2ccc3nnnn3n2)c1 | 3.0%
c1ccc(-c2ccc(Oc3nc(-c4ccccc4)cc(-c4ccccc4)n3)cc2)cc1 | 21.0%
CC(C)c1cc(C(C)C)c(S(=O)(=O)NCc2ccc(S(N)(=O)=O)cc2)c(C(C)C)c1 | 11.0%
COc1cc(NC(=O)c2cc3n(n2)C(C(F)(F)F)CC(c2ccc(Br)cc2)N3)cc(OC)c1OC (centres undefined) | 12.0%
COc1cccc2c1NC(c1ccc(Cl)cc1)C1CC=CC21 (centres undefined) | 15.0%
COc1ccc(CC(=O)Nc2ccc3c(c2)OCO3)cc1OC | 15.0%
CC(C)C1=CC(=NS(=O)(=O)c2ccc(Cl)cc2)C=C(C(C)C)C1=O | 5.0%
Cc1ccc(C(C)C)c(OCC(O)CN2CCN(Cc3ccccc3)CC2)c1 (centres undefined) | 0.0%
O=C(/C=C/c1ccccc1)NCC1CCCO1 (centres undefined) | 0.0%
NC(=O)CNC1CC(=O)N(c2ccc(Br)cc2)C1=O (centres undefined) | 1.0%
Cc1cccc(NC(=O)/C=C/c2ccc3c(c2)OCO3)n1 | 2.0%
O=C(Nc1cc([N+](=O)[O-])ccc1Cl)c1ccc([N+](=O)[O-])cc1Cl | 10.0%
O=C(NC1C2CC3CC(C2)CC1C3)c1cccc([N+](=O)[O-])c1 (centres undefined) | 5.0%
COc1ccc(C(=O)Nc2ccccc2F)cc1 | 12.0%
Cc1cccc(/C=N/NC(=O)c2ccccc2I)c1 | 0.0%
Cc1ccc([N+](=O)[O-])cc1NS(=O)(=O)c1cc(C(=O)O)ccc1Br | 0.0%
CC1=C(C(=O)OCC2CCCO2)C(c2ccc(N(C)C)cc2)NC(=O)N1 (centres undefined) | 12.0%
O=C(Nc1nc2c(s1)C(=O)CCC2)c1ccccc1 | 3.0%
COCCOC(=O)C1=C(C)NC2=C(C(=O)CCC2)C1c1ccc2c(c1)OCO2 (centres undefined) | 10.0%
O=C(Nc1ccccc1F)c1ccccc1C(F)(F)F | 4.0%
CC(C)C(NC(=O)CN(c1ccc(Cl)cc1)S(C)(=O)=O)C(C)C | 1.0%
CC1=C(C(=O)OCC2CCCO2)C(c2cccc([N+](=O)[O-])c2)C2=C(CCCC2=O)N1 (centres undefined) | 14.0%
COCCN1C(=O)C(=O)/C(=C(/O)c2ccccc2)C1c1cccc([N+](=O)[O-])c1 (centres undefined) | 0.0%
NC1=NC(=O)/C(=C/c2ccccc2[N+](=O)[O-])S1 | 5.0%
CC1=C(C(=O)OC2CCCC2)C(c2cccc(I)c2)NC(=O)N1 (centres undefined) | 16.0%
Cc1cc(=O)oc(C)c1C(=O)OCC(=O)c1ccc(Cl)c(Cl)c1 | 9.0%
CCCOC(=O)C1=C(C)N(CC)C(=O)NC1c1ccccc1[N+](=O)[O-] (centres undefined) | 0.0%

Four of these compounds, set out differently.
O=C(Nc1nc2c(s1)C(=O)CCC2)c1ccccc1
  RNase H inhibition: 3.0%
COCCOC(=O)C1=C(C)NC2=C(C(=O)CCC2)C1c1ccc2c(c1)OCO2 (centres undefined)
  RNase H inhibition: 10.0%
O=C(Nc1ccccc1F)c1ccccc1C(F)(F)F
  RNase H inhibition: 4.0%
CC(C)C(NC(=O)CN(c1ccc(Cl)cc1)S(C)(=O)=O)C(C)C
  RNase H inhibition: 1.0%

Additional results follow:
SMILES | RNase H inhibition
Cc1cccc(N2C(=O)C(O)=C(C(=O)/C=C/c3ccccc3)C2c2ccccc2[N+](=O)[O-])c1 (centres undefined) | 9.0%
O=C1c2ccccc2C(=O)c2c(O)c(Oc3ccccc3)cc(O)c21 | 11.0%
O=c1c(-c2ccccc2)[n+]([O-])c2ccccc2n1OCc1ccccc1 | 7.0%
O=C(Nc1nnc(C2CCCCC2)s1)Nc1ccc(Cl)cc1Cl | 20.0%
COc1ccc(/C=c2\sc3n(c2=O)CN(c2ccc([N+](=O)[O-])cc2)CN=3)cc1OC | 10.0%
Cc1ccccc1OCC(=O)Nc1ccccc1C(C)C | 18.0%
COc1ccc(/C=C2/NC(=S)NC2=O)c2ccccc12 | 0.0%
NNC(=O)COc1ccc(-c2cc(-c3ccccc3)c3cc(Br)ccc3n2)cc1 | 0.0%
CC(C)CNC(=O)c1cccc(NC(=O)c2ccc(F)cc2)c1 | 0.0%
O=c1[nH]cc(N=Cc2ccc(F)cc2)c(=O)[nH]1 | 10.0%
O=C(Nc1nccs1)c1ccc2ccccc2c1 | 12.0%
CCOc1ccc2nc(SCC(=O)Nc3ccccc3Oc3ccccc3)sc2c1 | 30.0%
C=CCc1cc(/C=C2\C(=O)NC(=S)N(c3ccc(CC)cc3)C2=O)cc(OCC)c1O | 13.0%
O=C(c1cc2nc(-c3ccccc3)cc(C(F)(F)F)n2n1)N1CCCCC1 | 4.0%

An excerpt, so the mix of outcomes need not match the whole.
